Assay outcomes from PubChem.
HTT cytoprotect: protects HTT-Q103 PC12 cells, measured by ATP. AID 1471. Potency, µM (titrated, usually from 56.4 µM), for inactives: cytoprotection (ATP increase), usual class: activators. 0.14% of 230,000 active. PC12 HTT-Q103 induced, cytoprotection, ATP luminescence, 40 h;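 also: % of control where 0% means no effect; nearly all actives have a fitted effect of over 45% in size; toxic huntingtin expression switched on by the ecdysone agonist tebufenozide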
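Huntington model: PC12 line, ecdysone-inducible HTTQ103 exon1–GFP, tebufenozide 100 nM. Test articles in a dose series. Endpoint luminescence from cellular ATP.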
GAA inhib: alpha-glucosidase (human) inhibition | P10253 | purified human GAA, 4-MU-alpha-glucoside fluorescence | Potency, µM (titrated, usually from 76.9 µM), for inactives: top-dose activity change, negative = inhibition, hits mostly inhibitors | 0.005% of 200,000 active | AID 1466;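 also: plate controls were uninhibited enzyme wells for no effect and no-enzyme background for full effect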
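Fluorescence at Ex 365/Em 440 nm from 4-methylumbelliferone reported enzyme activity after 20 min at room temperature. Reactions used 4 nM enzyme and 400 uM substrate at pH 5.0; curves fitted with the Hill equation.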
IMPase Li inh: cell-permeable IMPase inhibitors with lithium potentiation; CHO-M1 cells, IP1 TR-FRET (IP-One), carbachol + lithium; 0.35% of 210,000 active; Potency, µM (doses to about 59.4 µM), inactives show at the highest dose activity, negative = IMPase inhibition, most hits filed as inhibitors; AID 1457;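 also: IP1 builds up when IMPase is blocked and the TR-FRET signal falls; plate controls were basal vehicle for no effect and high inhibitor control for full effect; nearly all actives have a fitted effect of over 50% in size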
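CHO cells stably expressing M1 receptor (2000/well, cultured 16–30 h) treated 30 min at 37C with compound plus low lithium. Cytosolic IP1 by TR-FRET (665/620 ratio and 620 channel) after 10 min lysis; AC50 by Hill fit.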
GAA spleen mod: inhibits or activates alpha-glucosidase in human spleen homogenate. P10253. human spleen homogenate, 4-MU-alpha-glucoside fluorescence. Potency, µM (highest dose often 79.9 µM), inactives show at the top dose activity change, negative = inhibition, hits mostly inhibitors. 0.006% of 240,000 active;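 also: 0% = enzyme with vehicle and -100% = no enzyme basal signal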
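Human spleen homogenate (1 ug) with 4-methylumbelliferyl-alpha-D-glucopyranoside (1 mM final) in 50 mM citrate/phosphate pH 5.0, 0.01% Tween-20; 40 min at 37 C. Stopped at pH 10; 4-MU fluorescence Ex 365/Em 440 nm; AC50 by Hill fit.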
HTT aggregate: mutant huntingtin aggregation inhibition. PC12 HttQ103-GFP aggregates, Acumen cytometry, 40 h. Potency, µM (top dose mostly 46.1 µM), for inactives: top-dose activity change, negative = inhibition, most hits filed as inhibitors. 1.1% of 220,000 active; also: % is scaled to controls: 0 for no effect and ±100 for the full control effect; nearly all actives have a fitted effect of over 60% in size
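Aggregate formation scored by laser-scanning cytometer (488 excitation, 500–530 emission) in lysed PC12 cells expressing Q103-GFP after 100 nM tebufenozide induction; library tested in dose series, with ATPLite reagent added in the multiplex.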
GAA glycogen: alters human alpha-glucosidase cleavage of glycogen | Potency, µM (top dose mostly 76.4 µM), inactives show at the highest dose activity change, negative = inhibition, actives largely listed as inhibitors | recombinant GAA, glycogen substrate, Amplex Red glucose oxidase fluorescence | 0.38% of 300,000 active | P10253 | AID 2100;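 also: 0% = full enzyme reaction and -100% = no-enzyme basal signal; the screen sought inhibitors and activators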
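Recombinant human alpha-glucosidase (4 nM final) hydrolysed bovine liver glycogen (30 ug) for 40 min at 37 C in pH 5.0 citrate/phosphate with 0.01% Tween-20. Released glucose detected by glucose oxidase/Amplex Red, Ex 573/Em 610 nm. Compounds up to 77 uM; AC50 from Hill fits.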
GoLoco inh red: blocks human Gai1 binding to RGS12 GoLoco peptide, red readout; AID 880; Gai1:RGS12 GoLoco peptide FP, rhodamine, 10 min; 0.44% of 230,000 active; Potency, µM (top dose mostly 61.6 µM), for the others: at the highest dose activity, negative = inhibition, usual class: inhibitors; P63096; active = well fitted inhibition curve with a large enough effect, not every such curve was filed as active; inactive = no such curve, though single readings can be large or run the other way; also: % is scaled to controls: 0 for no effect and ±100 for the full control effect; nearly all actives have a fitted effect of over 30% in size; many of its hits are not listed in these tables
Target sequence (P63096 whole entry, looked up): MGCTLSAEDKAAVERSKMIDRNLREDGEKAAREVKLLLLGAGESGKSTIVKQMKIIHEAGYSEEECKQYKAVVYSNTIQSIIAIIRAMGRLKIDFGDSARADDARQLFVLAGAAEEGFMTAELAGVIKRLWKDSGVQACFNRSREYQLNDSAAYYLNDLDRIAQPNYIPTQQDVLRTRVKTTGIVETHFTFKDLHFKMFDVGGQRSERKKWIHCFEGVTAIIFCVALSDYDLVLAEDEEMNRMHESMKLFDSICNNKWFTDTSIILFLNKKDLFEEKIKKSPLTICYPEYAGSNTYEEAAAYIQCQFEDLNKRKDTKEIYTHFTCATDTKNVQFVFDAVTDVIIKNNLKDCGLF
* = called active by the depositor; u = inconclusive; x = no result given; [ ] = dose if it differs, or a comment. Unless noted, calls follow the shape of the dose curve; as a rule, active = well fitted curve in the direction sought with a large enough effect; inconclusive = small, poorly fitted or top-dose-only effect, or another doubt; inactive = no such curve, though single readings can be large; an effect the other way counts as inactive or inconclusive. Potency is read from the fitted curve at half-maximal effect. These rows are one share of the data; rates above refer to the full screens.

entry	compound	GoLoco inh red	HTT cytoprotect	GAA spleen mod	IMPase Li inh	HTT aggregate	GAA inhib	GAA glycogen
1	Cc1ccc2c(c1)nnn2C1CCN(CC(=O)NCCc2nc3ccccc3[nH]2)CC1	x	-1.2%	0.5%	x	-12.2%	3.4%	16.7%
2	COc1ccc(-c2noc(CN3CCCCC3c3nccn3C)n2)cc1 (configuration not stated)	18.0%	-9.8%[10 µM]	-1.0%	19.7%	-0.3%[9.22 µM]	6.4%	-3.9%
3	COc1ccc(C(=O)Nc2ccc(Cl)c(S(=O)(=O)Nc3ccccc3OC)c2)cc1	6.4%	14.9%[10 µM]	-4.7%	10.0%	u	-2.4%	-2.3%
4	Brc1ccc(-c2nc3ncccn3c2NC2CCCCC2)o1	-4.8%	-6.2%	5.3%	11.4%[38.3 µM]	-20.6%	-8.3%	25.1µM*
5	O=C(CSc1nccc(=O)[nH]1)c1ccco1	6.0%	-7.1%	10.5%	-1.8%	5.5%	4.0%	-0.3%
6	O=C(OCn1nnc2ccccc2c1=O)c1cccnc1Cl	20.6%	-16.4%	-6.8%	22.4%[38.3 µM]	-10.2%	-6.5%	6.0%
7	O=C(CN1CCN(CCO)CC1)Nc1ccccc1	-9.2%	26.0%[10 µM]	3.9%	-0.4%	10.9%	-2.0%	0.8%
8	Cc1ccc(S(=O)(=O)c2nc(-c3cccs3)oc2SCC(N)=O)cc1	27.8%	-13.5%	-5.5%	-5.3%[38.3 µM]	16.4%	-4.5%	1.8%

From no. 3 to 8, copied from above:
entry	compound	GoLoco inh red	HTT cytoprotect	GAA spleen mod	IMPase Li inh	HTT aggregate	GAA inhib	GAA glycogen
3	COc1ccc(C(=O)Nc2ccc(Cl)c(S(=O)(=O)Nc3ccccc3OC)c2)cc1	6.4%	14.9%[10 µM]	-4.7%	10.0%	u	-2.4%	-2.3%
4	Brc1ccc(-c2nc3ncccn3c2NC2CCCCC2)o1	-4.8%	-6.2%	5.3%	11.4%[38.3 µM]	-20.6%	-8.3%	25.1µM*
5	O=C(CSc1nccc(=O)[nH]1)c1ccco1	6.0%	-7.1%	10.5%	-1.8%	5.5%	4.0%	-0.3%
6	O=C(OCn1nnc2ccccc2c1=O)c1cccnc1Cl	20.6%	-16.4%	-6.8%	22.4%[38.3 µM]	-10.2%	-6.5%	6.0%
7	O=C(CN1CCN(CCO)CC1)Nc1ccccc1	-9.2%	26.0%[10 µM]	3.9%	-0.4%	10.9%	-2.0%	0.8%
8	Cc1ccc(S(=O)(=O)c2nc(-c3cccs3)oc2SCC(N)=O)cc1	27.8%	-13.5%	-5.5%	-5.3%[38.3 µM]	16.4%	-4.5%	1.8%

The list continues.
entry	compound	GoLoco inh red	HTT cytoprotect	GAA spleen mod	IMPase Li inh	HTT aggregate	GAA inhib	GAA glycogen
9	O=S(=O)(c1ccc(S(=O)(=O)N2CCC3(CC2)OCCO3)cc1)N1CCCC1	-1.2%	-1.6%[10 µM]	-0.6%	x	-16.8%[9.22 µM]	x	-14.8%
10	CSc1cccc(NC(=S)N(C(C)C)C(C)c2ccccn2)c1 (configuration not stated)	2.1%	-41.6%[inhibitor]	-3.1%	4.5%	-6.6%	-12.7%	-7.9%
11	O=C(NCCO)C1CCN(C(=O)c2ccc(-c3ccccc3)cc2)CC1	8.1%	-7.6%[10 µM]	-13.0%	3.3%	-12.5%[9.22 µM]	0.9%	-3.7%
12	Cc1cc(NC(=O)c2ocnc2C)no1	x	-12.1%[0.074 µM]	-3.7%	x	10.9%	-8.8%	7.6%
13	Cc1nc(N2CCOCC2)nc(OCCN(C)C)c1[N+](=O)[O-]	-8.9%	29.8%[10 µM]	-2.5%	3.9%	14.9%	-0.7%	-0.6%
14	Cc1ccc(S(=O)(=O)NC(=O)Nc2nccs2)cc1	11.1%	24.5%[10 µM]	2.0%	x	8.7%[9.22 µM]	x	7.9%
15	Cn1c(-c2ccccc2)cc2c3no[n+]([O-])c3ccc21	-0.9%	u	-1.0%	18.7%[38.3 µM]	-25.0%	u	8.8%
16	N#Cc1c(-c2ccco2)cc(-c2ccccn2)nc1N	22.5%	-16.9%	3.2%	13.9%[38.3 µM]	22.2%	u	3.5%

Additional results follow.
entry	compound	GoLoco inh red	HTT cytoprotect	GAA spleen mod	IMPase Li inh	HTT aggregate	GAA inhib	GAA glycogen
17	COc1ccc(CCCC(=O)N/N=C/c2ccc(C)cc2)cc1	7.6%	-43.9%[inhibitor]	0.8%	21.3%	2.8%	-2.2%	-5.6%
18	O=C(O)/C=C/C(=O)N1CCN(c2ccc(F)cc2)CC1	7.5%	-22.1%	-10.5%	3.3%	9.0%[9.22 µM]	-8.6%	u
19	CCn1c(SCc2nc3ccccc3s2)nnc1-c1cccs1	22.7%	0.3%[10 µM]	4.2%	30.5%[38.3 µM]	13.3%	-6.4%	3.6%
20	c1ccc2oc(SCc3nc4ccccc4s3)nc2c1	25.1%	-17.1%	-0.6%	-3.8%[38.3 µM]	3.0%	4.1%	4.1%
21	O=C(CSc1nnc(Cc2cc(=O)[nH]c(=O)[nH]2)n1-c1ccc(Cl)cc1)N1CCc2ccccc21	1.6%	-12.0%	4.4%	6.5%	-5.2%	-3.6%	-1.6%
22	Cc1cc(C)nc(SCC(=O)c2ccc3c(c2)OCCO3)n1	5.2%	17.9%[10 µM]	0.8%	-3.1%	-7.0%	-0.1%	1.4%
23	CC(=O)OCc1cc2cc(C)ccc2[nH]c1=O	3.0%	-4.5%[0.074 µM]	3.6%	-21.7%[38.3 µM]	-20.1%	1.2%	-1.9%
24	O=C(CNS(=O)(=O)c1ccccc1)Nc1ccc(C(F)(F)F)cc1	7.9%	8.2%	-9.0%	27.8%[38.3 µM]	6.0%	-4.7%	0.1%

Continued:
entry	compound	GoLoco inh red	HTT cytoprotect	GAA spleen mod	IMPase Li inh	HTT aggregate	GAA inhib	GAA glycogen
25	CCOC(=O)c1ccccc1NC(=O)c1cc2sccc2n1C	5.4%	-4.1%[10 µM]	-9.6%	-4.9%	-5.4%	3.2%	-0.5%
26	COC(=O)C1=C(C(=O)OC)[C@@H]2Nc3ccccc3[C@@]23C[C@@H](C(=O)OC)N(C(=O)c2ccco2)C3=N1	2.2%[14.2 µM]	18.1%[10 µM]	0.1%[17.4 µM]	10.4%	x	x	x
27	CCC(=O)Nc1ccc(Nc2nc(Cl)nc(Nc3ccc(NC(=O)CC)cc3)n2)cc1	3.8%	u	-1.9%	16.8%	11.3%	1.1%	7.0%
28	Cc1ccc(S(=O)(=O)N2CCN(C(=O)CN3CCCCC3)C2C(C)C)cc1 (configuration not stated)	5.1%	17.6%	-2.2%	14.4%[38.3 µM]	2.1%	-9.8%	4.1%
29	COc1ccc(C2NC(=O)NC(C)=C2C(=O)Nc2cccc(C)c2C)cc1 (configuration not stated)	-4.7%	-9.7%	1.3%	11.4%[38.3 µM]	-7.4%	-8.5%	3.2%
30	CCN(CC)C(=O)CSC(=Nc1ccccc1F)NC#N	6.2%	-32.2%	-5.3%	24.4%[38.3 µM]	u	-4.2%	2.6%
31	C/C(=N/NC(=O)c1ccc(Cl)s1)c1ccc(NC(=O)COc2ccc(Cl)cc2)cc1	-3.1%	11.8%[10 µM]	-13.0%	0.6%	-18.2%	3.0%	-4.7%
32	CCOc1ccc(N2C(=O)CC(N3CCN(c4ccccc4F)CC3)C2=O)cc1 (configuration not stated)	-2.2%	-2.0%	-6.2%	-11.6%[38.3 µM]	-13.3%	-2.9%	-11.2%

Other records follow:
entry	compound	GoLoco inh red	HTT cytoprotect	GAA spleen mod	IMPase Li inh	HTT aggregate	GAA inhib	GAA glycogen
33	O=C1c2cccc3cccc(c23)C(=O)N1CC1CCN(CC(O)COc2ccc3ccccc3c2)CC1 (configuration not stated)	-8.9%	-27.4%	-15.5%	-10.7%[38.3 µM]	u	-0.8%	25.1µM*
34	CCOc1ccccc1N1CCN(C(=S)NCc2ccccc2)CC1	8.1%	-10.6%	-16.1%	2.0%	-21.7%	-1.6%	3.0%
35	O=C(Nc1ccc(N2CCOCC2)cc1)c1cccc(S(=O)(=O)N2CCCCCC2)c1	0.4%	-21.3%	4.7%	25.5%	-12.9%	-8.1%	13.5%
36	Cc1cc(-n2nc(C)cc2C)n2nc(C)c(-c3ccccc3)c2n1	-2.0%	17.2%	0.9%	27.1%[38.3 µM]	1.1%	-5.3%	7.0%
37	CN(C)c1ccc(-c2nnn(CC(=O)Nc3ccc4c(c3)OCCO4)n2)cc1	6.8%	22.2%[10 µM]	0.3%	6.7%	3.9%[9.22 µM]	-0.3%	-2.1%
38	O=C(O)c1n[nH]c2ccccc12	-9.4%	13.5%[10 µM]	-2.4%	-4.0%	12.0%	3.9%	-2.6%
39	Cc1ccc2c(n1)CC(C)(C)CC2=O	6.8%	-8.7%	-1.3%	1.2%[38.3 µM]	1.9%	3.0%	6.8%
40	COc1cccc(C2CC(C(F)(F)F)n3nc(C(=O)NCc4cccnc4)cc3N2)c1 (configuration not stated)	4.8%	7.1%	2.5%	3.6%[38.3 µM]	8.7%	-1.4%	-2.3%

The list continues.
entry	compound	GoLoco inh red	HTT cytoprotect	GAA spleen mod	IMPase Li inh	HTT aggregate	GAA inhib	GAA glycogen
41	O=C1C2C(C(=O)N1c1ccc3c(c1)OCO3)C1C=CC2C12CC2 (configuration not stated)	2.5%	16.7%[10 µM]	0.3%	4.5%	-9.9%	-0.1%	1.5%
42	COc1ccccc1OCCCn1c(=O)oc2ccccc21	6.1%	2.4%	-12.6%	23.3%[38.3 µM]	-23.9%	4.2%	2.7%
43	COc1ccc(-n2c(-c3cccc(C)c3[N+](=O)[O-])n[nH]c2=S)cc1	3.9%	-9.2%	-11.6%	15.6%[38.3 µM]	6.5%	4.3%	-19.9%
44	COc1ccccc1NC(=O)C1C2C=CC3(CN(Cc4cccnc4)C(=O)C13)O2 (configuration not stated)	-8.1%	3.8%	5.4%	11.3%[38.3 µM]	0.8%	-1.0%[15.4 µM]	2.8%
45	CC(=O)c1ccc(Sc2ccccc2)cc1	0.0%	-1.2%[10 µM]	1.2%	-9.4%	-2.0%	-2.9%	3.8%
46	CN/N=C(\Cc1nc2ccccc2[nH]1)c1ccc([N+](=O)[O-])cc1	11.9%	-41.8%[inhibitor]	2.3%	5.7%	18.5%	7.5%	u
47	COc1ccccc1Nc1nc(NCC(C)C)nc(N)c1[N+](=O)[O-]	5.9%	16.2%[10 µM]	2.9%	x	0.0%[9.22 µM]	x	-4.0%
